Source: PubChem
TrxR1 substrate: qHTS Assay for Substrates of Mammalian Selenoprotein Thioredoxin Reductase 1 (TrxR1): qHTS. 390,000 tested, 0.01% active. Potency, µM (titrated, usually from 114 µM), for inactives: at the top dose activity change, negative = substrate turnover. Thioredoxin reductase 1, cytoplasmic (Rattus norvegicus), O89049. AID 588456, 2011. purified TrxR1 substrate turnover, NADPH consumption readout; note: potency is the fitted concentration of half-maximal effect; % is set by controls: 0 for no effect and ±100 for the full control effect; nearly all actives have a fitted effect of over 50% in size
Target sequence (O89049 whole entry, looked up): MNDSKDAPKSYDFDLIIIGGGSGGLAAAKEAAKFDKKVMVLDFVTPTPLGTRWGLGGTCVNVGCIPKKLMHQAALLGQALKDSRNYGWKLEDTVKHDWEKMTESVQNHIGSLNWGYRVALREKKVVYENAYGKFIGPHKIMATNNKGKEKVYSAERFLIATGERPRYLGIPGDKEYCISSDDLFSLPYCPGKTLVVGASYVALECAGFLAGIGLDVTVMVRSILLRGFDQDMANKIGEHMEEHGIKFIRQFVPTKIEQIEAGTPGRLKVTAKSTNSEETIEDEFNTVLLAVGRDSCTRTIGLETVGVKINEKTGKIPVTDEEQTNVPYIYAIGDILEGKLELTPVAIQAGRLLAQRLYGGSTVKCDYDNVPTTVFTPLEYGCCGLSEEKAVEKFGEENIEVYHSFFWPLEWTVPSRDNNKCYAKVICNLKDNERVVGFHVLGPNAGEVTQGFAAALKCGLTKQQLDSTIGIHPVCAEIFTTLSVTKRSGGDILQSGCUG
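Rat TrxR1, dispensed at 90 nM, was prereduced with 400 uM NADPH (final) for 5 min at ~22 deg C, then incubated with compound 15 min before 400 uM selenite. A first-read NADPH fluorescence drop versus no-compound background flagged substrates.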
D2 ag: HTS Assay for Allosteric Agonists of the Human D2 Dopamine Receptor: Primary Screen for Agonists; HEK293 T-REx D2 cells, calcium flux agonist mode; activation, % at 2 µM; 340,000 tested, 0.53% active; AID 485358, 2010;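 active = activation over 3 SD above normal in the single-dose calcium agonist read, cut at about 30% in these data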; note: 0% is about no effect
Target sequence (P14416 whole entry, looked up): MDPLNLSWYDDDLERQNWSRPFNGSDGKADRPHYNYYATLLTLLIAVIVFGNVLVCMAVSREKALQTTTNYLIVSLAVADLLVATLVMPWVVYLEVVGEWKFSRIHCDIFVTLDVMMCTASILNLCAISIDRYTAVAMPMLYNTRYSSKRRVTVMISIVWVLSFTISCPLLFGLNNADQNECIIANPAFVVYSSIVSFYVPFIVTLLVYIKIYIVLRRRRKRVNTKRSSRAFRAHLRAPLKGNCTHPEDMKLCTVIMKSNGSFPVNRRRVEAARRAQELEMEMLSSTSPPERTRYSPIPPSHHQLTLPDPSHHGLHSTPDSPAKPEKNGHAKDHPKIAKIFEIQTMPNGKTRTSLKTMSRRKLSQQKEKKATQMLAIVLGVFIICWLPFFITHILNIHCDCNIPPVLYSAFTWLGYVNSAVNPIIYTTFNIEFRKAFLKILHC
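Calcium-flux readout, 1 cycle/sec over 180 s following compound pin transfer, in inducible HEK293 Trex D2 cells (force-coupled); dopamine controls included. Positive calcium responses during this window marked compounds as potential agonists.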
Pin1 inh: qHTS Assay to Find Inhibitors of Pin1. Potency, µM (highest dose often 115 µM), inactives show at the top dose activity, negative = inhibition, actives largely listed as inhibitors. AID 504891, 2011. 390,000 tested, 0.009% active. Pin1 FP peptide displacement, HiFluor488, 10 min; active = well fitted inhibition curve with a large enough effect in the polarisation, with a control signal flat, not every such curve was filed as active; inconclusive = small, poorly fitted or top-dose-only effect, or effect the other way, or a change in a side signal; inactive = no such curve, though single readings can be large or run the other way; the % refers to the polarisation; note: potency is the fitted concentration of half-maximal effect; % is set by controls: 0 for no effect and ±100 for the full control effect
IDH1 R132H inh: qHTS for Inhibitors of mutant isocitrate dehydrogenase 1 (IDH1): qHTS; Isocitrate dehydrogenase [NADP] cytoplasmic (Homo sapiens), O75874; IDH1-R132H enzyme, NADPH consumption, diaphorase/resazurin fluorescence; Potency, µM (top dose mostly 76.6 µM), inactives show at the top dose activity change, negative = inhibition, most hits filed as inhibitors; 390,000 tested, 0.093% active; AID 602179, 2012; note: potency is the fitted concentration of half-maximal effect; % is set by controls: 0 for no effect and ±100 for the full control effect; nearly all actives have a fitted effect of over 65% in size
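IDH1-R132H (0.5 ug/mL dispensed) in pH 7.5 Tris buffer was preincubated 30 min with compound, then given a substrate mix of 0.016 mM NADPH and 2 mM alpha-KG for 80 min at room temperature; remaining NADPH was read by diaphorase/resazurin fluorescence.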
TRHR enhancer: qHTS for Small Molecule Agonists and Allosteric Enhancers of Human TRH Receptor: Primary Screen for Enhancers; Thyrotropin-releasing hormone receptor (Homo sapiens), P34981; TRHR cells, fluo-8 calcium fluorescence, EC20 TRH enhancement; enhancement, % at 2 µM; 360,000 tested, 0.66% active; in the data active = enhancement above about 30%; note: 0% is about no effect
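TRHR-expressing cells loaded with fluo-8 calcium dye were read kinetically (ex 480/em 530) during compound addition, then stimulated with an EC20 of TRH (10 nM final). Enhancement of the Gq-mediated intracellular calcium response was scored.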
USP1 inh: Inhibitors of USP1/UAF1: Primary Screen | Ubiquitin carboxyl-terminal hydrolase 1 (Homo sapiens), O94782 | recombinant USP1/UAF1, Ub-Rhodamine cleavage fluorescence | Potency, µM (top dose mostly 57.1 µM), inactives show at the top dose activity change, negative = inhibition, usual class: inhibitors | 390,000 tested, 0.23% active; note: potency is the fitted concentration of half-maximal effect; % is set by controls: 0 for no effect and ±100 for the full control effect; nearly all actives have a fitted effect of over 60% in size; inactives centre near -12
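USP1/UAF1 complex (1 nM) preincubated 15 min at room temperature with compound, then Ub-Rho substrate (150 nM final) added. Kinetic fluorescence at 480/540 nm over 6 reads at 60 s intervals; 50 mM HEPES pH 7.8, 0.5 mM EDTA, 0.1 mg/ml BSA, 1 mM TCEP, 0.01% Tween-20.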
rTrxR1 inhibitor: qHTS Assay for Inhibitors of Mammalian Selenoprotein Thioredoxin Reductase 1 (TrxR1): qHTS | Potency, µM (doses to about 114 µM), inactives show top-dose activity change, negative = inhibition, actives largely listed as inhibitors | Thioredoxin reductase 1, cytoplasmic (Rattus norvegicus), O89049 | 390,000 tested, 1% active | recombinant rTrxR1, NADPH fluorescence consumption, selenite substrate; note: potency is the fitted concentration of half-maximal effect; % is set by controls: 0 for no effect and ±100 for the full control effect; nearly all actives have a fitted effect of over 65% in size
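Rat TrxR1 (90 nM in the dispensed reagent) was pre-reduced with 400 uM NADPH for 5 min at room temperature, then incubated with compound for 15 min. After 400 uM selenite was added, NADPH fluorescence (Ex 340/Em 450 nm) was followed for 8 min.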
TRHR agonist: qHTS for Small Molecule Agonists and Allosteric Enhancers of Human TRH Receptor: Primary Screen for Agonists | Thyrotropin-releasing hormone receptor (Homo sapiens), P34981 | TRHR cells, calcium flux fluo-8, FDSS agonist mode | activation, % at 2 µM | 360,000 tested, 0.18% active | AID 493084, 2011; in the data active = activation above about 30%; note: 0% is about no effect
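In this calcium-flux screen, cells bearing human TRHR are dye-loaded with fluo-8, baselined for 10 cycles, then exposed to library compounds; positive kinetic calcium responses during the agonist phase mark hits, with TRH as control.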
D2 antagonist: HTS Assay for Allosteric Antagonists of the Human D2 Dopamine Receptor: Primary Screen for Antagonists; 340,000 tested, 2% active; inhibition, % at 10 µM; D(2) dopamine receptor (Homo sapiens), P14416; HEK293 TREx D2 cells, calcium flux, dopamine EC80; in the data active = inhibition above about 30%; note: 0% is about no effect
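Overnight-induced (tetracycline, 30 C) HEK293 T-REx cells carrying force-coupled D2 receive a no-wash calcium dye, then compound, then EC80 dopamine at 180 s; signals are read kinetically throughout.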
Numbers without * were called inactive; & = joins results of further samples; [ ] = remark or other dose. Unless noted, calls come from the whole dose curve; as a rule, active = well fitted inhibition curve with a large enough effect; inconclusive = small, poorly fitted or top-dose-only effect; inactive = no such curve, though single readings can be large or run the other way. The list is partial; the hit share may differ from the screen's.

For O=C(Nc1ccccn1)c1ccc([N+](=O)[O-])o1 the results were TrxR1 substrate -5%, D2 ag -0.9, Pin1 inh -6%, IDH1 R132H inh 0%, TRHR enhancer 2, USP1 inh -18%, rTrxR1 inhibitor -2%, TRHR agonist -0.1 and D2 antagonist 10.
For O=C(NCCCCCCCCCNC(=O)C(F)(F)F)C(F)(F)F the results were TrxR1 substrate 6%, D2 ag 0.4, Pin1 inh -3%, IDH1 R132H inh 4%, TRHR enhancer 9, USP1 inh -13%, rTrxR1 inhibitor 11%, TRHR agonist -0.5 and D2 antagonist 0.
`C=CCn1c(=S)[nH]c2scc(-c3cccs3)c2c1=O` gave TrxR1 substrate -1%, D2 ag 0.1, Pin1 inh 1%, IDH1 R132H inh 0%, TRHR enhancer -8, USP1 inh -25%, rTrxR1 inhibitor inconclusive, TRHR agonist -0.1 and D2 antagonist 6.
For O=C(CSc1nc(-c2ccc(F)cc2)cs1)NCCN1C(=O)CSC1=O the results were TrxR1 substrate 7%[57.1 µM], Pin1 inh -1%, IDH1 R132H inh 0%, TRHR enhancer 0, USP1 inh -1%, rTrxR1 inhibitor 15%[57.1 µM] and TRHR agonist -1.8.
CC[C@@]1(C(=O)OC)N[C@H](CN(C)S(=O)(=O)c2ccc(-c3ccccc3)cc2)[C@@H]2C(=O)N(C)C(=O)[C@@H]21 was read as TrxR1 substrate 2%, Pin1 inh 8%, IDH1 R132H inh 1%[38.3 µM], USP1 inh -29% and rTrxR1 inhibitor 11%.
Screening Cc1cc(OCC(=O)Nc2c(C)n(C)n(-c3ccccc3)c2=O)ccc1[N+](=O)[O-] returned TrxR1 substrate 4%, D2 ag 0.1, Pin1 inh -7%, IDH1 R132H inh -3%, TRHR enhancer -6, USP1 inh inconclusive, rTrxR1 inhibitor 11%, TRHR agonist -0.5 and D2 antagonist -11.
For COCC(=O)NC(C)c1nc2ccccc2[nH]1 (centres undefined) the results were TrxR1 substrate -1%[57.1 µM], D2 ag 0.3, Pin1 inh -1%, IDH1 R132H inh 8%, TRHR enhancer 0, USP1 inh -11%, rTrxR1 inhibitor 1%[57.1 µM], TRHR agonist 0.7 and D2 antagonist -4.
CC1(c2nnc(-c3ccc(F)cc3)o2)CC(c2ccc([N+](=O)[O-])cc2)=NO1 (centres undefined) was read as TrxR1 substrate -17%, D2 ag 0.2, Pin1 inh -1%, IDH1 R132H inh 8%, TRHR enhancer -1, USP1 inh -10%, rTrxR1 inhibitor -17%, TRHR agonist 0.4 and D2 antagonist 5.
For O=C(CSc1ncn[nH]1)Nc1ccccc1-c1ccccc1 the results were TrxR1 substrate -8%, D2 ag -1.1, Pin1 inh 1%, IDH1 R132H inh -1%, TRHR enhancer -2, USP1 inh -10%, rTrxR1 inhibitor -1%, TRHR agonist 0.4 and D2 antagonist 6.
`Cc1ccc(Nc2ccc(N3CCN(C(=O)c4cccc([N+](=O)[O-])c4)CC3)nn2)cc1` gave TrxR1 substrate 7%[57.1 µM], D2 ag 2.7, Pin1 inh 0%, IDH1 R132H inh 4%, TRHR enhancer -7, USP1 inh inconclusive, rTrxR1 inhibitor 27%[57.1 µM] and TRHR agonist -0.3.
COc1ccc(NC(=O)CN(C)C(=O)CCNS(=O)(=O)c2ccc(Br)cc2)cc1 was read as TrxR1 substrate 8%, D2 ag 0.1, Pin1 inh 5%, IDH1 R132H inh 6%, TRHR enhancer 10, USP1 inh -11%, rTrxR1 inhibitor 15%, TRHR agonist 0.5 and D2 antagonist 4.
O=C(Cn1cnc(Cl)c1Cl)c1ccccc1 was read as TrxR1 substrate -2%, D2 ag 0.9, Pin1 inh -11%, IDH1 R132H inh 6%, TRHR enhancer 6, USP1 inh 1%, rTrxR1 inhibitor 10%, TRHR agonist -0.2 and D2 antagonist 3.
Screening Cc1nnc(SCC(=O)Nc2ncc3c(n2)CC(C)(C)CC3=O)s1 returned TrxR1 substrate 3%, D2 ag -0.4, Pin1 inh -1%, IDH1 R132H inh 4%, TRHR enhancer 0, USP1 inh -8%, rTrxR1 inhibitor 5%, TRHR agonist -0.1 and D2 antagonist 16.
`O=C(CCC1CCCCC1)Nc1ccc(S(=O)(=O)Nc2nccs2)cc1` gave TrxR1 substrate -10%, Pin1 inh 29%, IDH1 R132H inh -1%, TRHR enhancer -1, USP1 inh -8%, rTrxR1 inhibitor 7% and TRHR agonist 0.2.
Screening CCN(CC)CCNC(=O)CN1C(=O)COc2ccc(S(=O)(=O)N3CCOCC3)cc21 returned TrxR1 substrate -6%&2%, D2 ag 0.0&1.0, Pin1 inh 2%&0%, IDH1 R132H inh -2%&11%, TRHR enhancer 15&1, USP1 inh -7%&-26%, rTrxR1 inhibitor -2%&13%, TRHR agonist 1.1&0.0 and D2 antagonist -11.
CSc1cccc(NC(=O)c2ccc(NC3=NC4CS(=O)(=O)CC4S3)cc2)c1 (centres undefined) was read as TrxR1 substrate -3%[57.1 µM], D2 ag -0.3, Pin1 inh 0%, IDH1 R132H inh -5%, TRHR enhancer -4, USP1 inh -19%, rTrxR1 inhibitor 7%[57.1 µM], TRHR agonist 0.3 and D2 antagonist -17.
For O=C(Cn1nnc(-c2ccccc2)n1)NCc1cccs1 the results were TrxR1 substrate -6%, D2 ag 0.0, Pin1 inh 0%, IDH1 R132H inh 4%, TRHR enhancer 3, USP1 inh 0%, rTrxR1 inhibitor 17%, TRHR agonist -0.1 and D2 antagonist 0.
CC(C)Oc1ccc(/C=C(\C#N)C(=O)NC2CC2)cc1 was read as TrxR1 substrate -22%, Pin1 inh -1%, IDH1 R132H inh 1%, USP1 inh -17% and rTrxR1 inhibitor inconclusive.
CCOP(=O)(OCC)C(NC(=O)Nc1ccc(Cl)c(Cl)c1)c1ccccc1 (centres undefined) was read as TrxR1 substrate -9%, D2 ag 0.8, Pin1 inh -2%, IDH1 R132H inh -4%, TRHR enhancer -2, USP1 inh -18%, rTrxR1 inhibitor 3%[57.1 µM], TRHR agonist -0.4 and D2 antagonist 9.
Screening COc1ccc(-c2nnn(CC(=O)Nc3sc4c(c3C#N)CCCC4)n2)cc1 returned TrxR1 substrate 3%[57.1 µM], D2 ag 0.4, Pin1 inh 4%, IDH1 R132H inh 5%, TRHR enhancer -11, USP1 inh -4%, rTrxR1 inhibitor 5%[57.1 µM], TRHR agonist 0.4 and D2 antagonist 20.

Looked up one by one from the list above, 3 records:
For O=C(Nc1ccccn1)c1ccc([N+](=O)[O-])o1 the results were TrxR1 substrate -5%, D2 ag -0.9, Pin1 inh -6%, IDH1 R132H inh 0%, TRHR enhancer 2, USP1 inh -18%, rTrxR1 inhibitor -2%, TRHR agonist -0.1 and D2 antagonist 10.
`C=CCn1c(=S)[nH]c2scc(-c3cccs3)c2c1=O` gave TrxR1 substrate -1%, D2 ag 0.1, Pin1 inh 1%, IDH1 R132H inh 0%, TRHR enhancer -8, USP1 inh -25%, rTrxR1 inhibitor inconclusive, TRHR agonist -0.1 and D2 antagonist 6.
CC[C@@]1(C(=O)OC)N[C@H](CN(C)S(=O)(=O)c2ccc(-c3ccccc3)cc2)[C@@H]2C(=O)N(C)C(=O)[C@@H]21 was read as TrxR1 substrate 2%, Pin1 inh 8%, IDH1 R132H inh 1%[38.3 µM], USP1 inh -29% and rTrxR1 inhibitor 11%.

(cont.)
`CCOC(=O)[C@H]1[C@H]2COc3cc(OC)ccc3[C@@H]2N2C(=O)c3cc(C)ccc3NC(=O)[C@@]12C` gave TrxR1 substrate 6%[57.1 µM], D2 ag -0.1, Pin1 inh inconclusive, IDH1 R132H inh 3%, TRHR enhancer 0, USP1 inh 11%, rTrxR1 inhibitor 14%[57.1 µM], TRHR agonist -0.1 and D2 antagonist -5.
For O=C(Oc1nsnc1N1CCOCC1)N1CCCCC1 the results were TrxR1 substrate 4%, Pin1 inh 3%, IDH1 R132H inh -1%, USP1 inh -15% and rTrxR1 inhibitor 18%.
`Cn1cnnc1SCC(=O)Nc1ccc(Br)cc1F` gave TrxR1 substrate -2%, D2 ag 1.0, Pin1 inh -2%, IDH1 R132H inh 0%, TRHR enhancer 0, USP1 inh -11%, rTrxR1 inhibitor 17%, TRHR agonist 0.5 and D2 antagonist -3.
COc1nc(N/N=C/c2cc3c(cc2Br)OCO3)nc(N2CCOCC2)n1 was read as TrxR1 substrate -11%, D2 ag -1.1, Pin1 inh inconclusive, IDH1 R132H inh 3%, TRHR enhancer 1, USP1 inh -11%, rTrxR1 inhibitor -13%, TRHR agonist -0.5 and D2 antagonist -14.
Screening Oc1ccc(C2=NNC(c3ccc(O)cc3)=NN2)cc1 returned TrxR1 substrate 13%[57.1 µM], D2 ag 1.2, Pin1 inh 6%, IDH1 R132H inh 9%, TRHR enhancer 8, USP1 inh inconclusive, rTrxR1 inhibitor 13%[57.1 µM], TRHR agonist 0.6 and D2 antagonist -5.
